MRP reversal – reverses drug resistance mediated by MRP | H69AR cells + 2 uM doxorubicin, CellTiter-Glo, 72 h | differential viability (reversal), % at 10 µM | 85,000 compounds, 0.04% hits;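 active = viability drop by adding the cancer drug above about 55%, with treated viability meeting a 40% cutoff, limit read from the data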;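 also: viability without doxorubicin minus viability with 2 µM doxorubicin for each compound; larger differential means the compound sensitizes cells more to doxorubicin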
PLAP inhibition – inhibition of human placental alkaline phosphatase – biochemical, luminescence, HTS (AID 690); 96,000 compounds, 0.08% hits; one-dose inhibition, % at 20 µM; IC50 in µM for titrated hits; purified PLAP, luminescent substrate; higher % means a stronger effect; in the data active = a potency from the dose series; inactive = the rest, 99 in 100 with inhibition below about 30%; also: strong numbers were not always called active
NFkB transloc pot – enhances IL-1B driven NFkB nuclear translocation | HUVEC IL-1B NFkB p65 nuclear translocation imaging | activation, % at 2 µM | 94,000 compounds, 0.3% hits | AID 819;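 active = activation above 40%, about the mean plus 3 SD, also judged a hit on visual image review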;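 also: percent activation is computed from the nuclear over cytoplasmic p65 intensity ratio; values of inactives mirror those of a sister screen read the other way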
Bcl-B TR3 displacers – displacers of TR3 peptide from Bcl-B, primary screen, selectivity assay for Bfl-1 inhibitor project, biochemical, fluorescence polarization. FP displacement of FITC-TR3 peptide from Bcl-B; higher % means a stronger effect. 96,000 compounds, 0.11% hits. one-dose displacement, % at 20 µM; IC50 in µM for titrated hits;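 active = displacement above 50% at 20 µM plus a fluorescence interference ratio under 1.5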;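 also: plate controls were wells without compound for no effect and wells lacking Bcl-B protein for full effect; a part of the inactive calls stands beside numbers as strong as those of hits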
IL1B NFkB inh – blocks IL-1B driven NFkB nuclear translocation in HUVEC cells. HUVEC IL-1B NFkB p65 nuclear translocation imaging. inhibition, % at 2 µM. 94,000 compounds, 0.43% hits;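 active = inhibition above about 30% together with a positive call from visual inspection of the well image, limit read from the data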;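 also: nuclear over cytoplasmic p65 intensity ratio measured by imaging; 0% = IL-1B stimulated DMSO wells and 100% = unstimulated DMSO wells; values of inactives mirror those of a sister screen read the other way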
MRP reversal cytotoxicity – recorded beside MRP reversal, whose call it bears; viability, %; H69AR cells, CellTiter-Glo, 72 h; measured here: cytotoxicity without doxorubicin
MRP reversal with doxorubicin – also measured in MRP reversal; calls as there; viability, %; measured here: viability with 2 uM doxorubicin; hits give low values
IL1B NFkB inh cell count 2 µM – also measured in IL1B NFkB inh; calls as there; cell count; measured here: cells passing quality filter;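 raw number of nuclei counted in each imaged well without normalization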
NFkB transloc pot cell count 2 µM – further read-out of NFkB transloc pot, marked with its call; cell count; measured here: cells passing quality filter
The depositor's hits bear a star; . = not tested or not shown. These rows are one share of the data, so the mix of outcomes need not match the whole.

SMILES	MRP reversal	MRP reversal cytotoxicity	MRP reversal with doxorubicin	PLAP inhibition	NFkB transloc pot	NFkB transloc pot cell count 2 µM	Bcl-B TR3 displacers	IL1B NFkB inh	IL1B NFkB inh cell count 2 µM
CCCCn1c(CCCNC(=O)CC)nc2ccccc21	5	91	87	-23%	6	146	-2%	-6	146
Nn1c(SC/C=C/c2ccccc2)nnc1-c1ccccn1	19	91	72	-54%	15	143	-9%	-15	143
O=c1c2ccccc2nc(CSc2nnnn2-c2ccccc2)n1-c1ccccc1	-4	15	19	14%	.	.	-5%	.	.
C/C=C(\C)CN1CCN(c2cc(C)ccc2C)CC1	-25	56	82	-45%	10	134	-8%	-10	134
COc1ccc(Cn2c(=O)c3c(nc(NCCO)n3C)n(C)c2=O)cc1	4	97	93	-40%	.	.	-1%	.	.
CC(=O)c1ccc(NC(=O)CSc2nnc(-c3ccoc3C)n2Cc2ccccc2)cc1	-6	77	83	16%	9	185	3%	-8	185
CC(C)OCCCn1c(=S)[nH]c2ncccc2c1=O	.	.	.	0%	19	90	2%	-19	90
O=C(Cc1coc2ccc3ccccc3c12)N1CCCC1	9	74	65	8%	13	109	-7%	-13	109
Cc1ccc(S(=O)(=O)N(C)CC(=O)Nc2nc3ccccc3s2)cc1	6	76	69	6%	-3	126	-8%	3	126
COc1ccc(-n2nnnc2SCC(=O)NCCc2ccc(OC)c(OC)c2)cc1	-7	79	87	7%	-2	137	-3%	2	137
Cc1ccc(C(=O)C2CCN(CC(=O)Nc3ccc(N(C)C)cc3)CC2)cc1	12	90	78	-73%	7	124	-5%	-7	124
CN(c1ccc(OCC(=O)Nc2ccc3[nH]c(=O)[nH]c3c2)cc1)S(=O)(=O)c1ccc(Cl)cc1	3	97	94	-46%	8	182	5%	-8	182
Cc1cc(C)cc(NC(=O)c2ccc(Cn3nc(C)c(Cl)c3C)o2)c1	4	59	55	.	-21	101	.	21	101
CCOC(=O)N1CCC(NC(=O)Cc2ccc(-n3c(=O)[nH]c4ccccc4c3=O)cc2)CC1	17	96	80	.	4	137	.	-4	137
Cc1[nH]c2ccccc2c1C(c1ccccn1)N1CCC(C)CC1 (stereo not drawn)	-13	58	71	-30%	-14	123	6%	14	123
Cn1c(=O)oc2cc(S(=O)(=O)N3CCN(Cc4ccc5c(c4)OCO5)CC3)ccc21	16	98	82	-48%	-11	15	-2%	11	15
Cc1ccc2nc(-c3sc4nc(C)ccc4c3N)[nH]c2c1	-7	48	55	.	4	136	.	-4	136
COC(=O)C1=C(C)OC(N)=C(C#N)C1c1ccccc1F (stereo not drawn)	-15	72	87	-2%	9	198	1%	-8	198
O=C(CN1CCC(n2nnc3cc(F)ccc32)CC1)NNC(=O)c1ccccc1	.	.	.	-73%	7	109	-5%	-7	109
COC(=O)CCC(=O)Nc1sc2c(c1C#N)CCCC2	-11	48	59	-2%	15	107	8%	-15	107
CC(C)(C)C1CCc2onc(C(=O)Nc3cccnc3)c2C1 (stereo not drawn)	-4	90	94	-7%	.	.	-2%	.	.
N#Cc1nc(-c2ccco2)oc1N1CCN(c2ccccc2)CC1	-4	89	93	10%	5	105	6%	-5	105
Cn1c(=O)c2c(-c3ccccc3)n(CCCN3CCOCC3)cc2n(C)c1=O	7	84	77	3%	11	173	-8%	-11	173
CSC1=NCCN1C(=O)c1cccc(Br)c1	8	105	96	8%	24	204	6%	-24	204
Cc1ccc(C(=O)CS(C)(=O)=O)cc1	18	115	97	-33%	-2	176	-12%	2	176
COc1ccc(-c2nc(SC)n(C)c(=O)c2C#N)cc1OC	-5	78	83	-30%	.	.	-15%	.	.
Cc1ccc(-c2cc3nc(C)cc(NCc4ccco4)n3n2)cc1	-11	76	87	-44%	-3	94	-42%	3	94
Cc1cc(C)n(-c2ccc(C(=O)Nc3ccccc3N3CCOCC3)cc2)n1	.	.	.	-26%	0	154	-2%	0	154
CC1CCN(CC(=O)Nc2sc3c(c2C#N)CCC3)CC1	15	94	79	-1%	-3	76	6%	3	76
CN1C2CCC1/C(=C\c1ccccc1)C(=O)/C2=C\c1ccccc1	.	.	.	-6%	0	142	3%	0	142

Part of the list above in order of molar mass, low to high.
SMILES	MRP reversal	MRP reversal cytotoxicity	MRP reversal with doxorubicin	PLAP inhibition	NFkB transloc pot	NFkB transloc pot cell count 2 µM	Bcl-B TR3 displacers	IL1B NFkB inh	IL1B NFkB inh cell count 2 µM
COC(=O)C1=C(C)OC(N)=C(C#N)C1c1ccccc1F (stereo not drawn)	-15	72	87	-2%	9	198	1%	-8	198
COC(=O)CCC(=O)Nc1sc2c(c1C#N)CCCC2	-11	48	59	-2%	15	107	8%	-15	107
CC(C)(C)C1CCc2onc(C(=O)Nc3cccnc3)c2C1 (stereo not drawn)	-4	90	94	-7%	.	.	-2%	.	.
CC1CCN(CC(=O)Nc2sc3c(c2C#N)CCC3)CC1	15	94	79	-1%	-3	76	6%	3	76
CN1C2CCC1/C(=C\c1ccccc1)C(=O)/C2=C\c1ccccc1	.	.	.	-6%	0	142	3%	0	142
COc1ccc(-c2nc(SC)n(C)c(=O)c2C#N)cc1OC	-5	78	83	-30%	.	.	-15%	.	.
Cc1ccc(-c2cc3nc(C)cc(NCc4ccco4)n3n2)cc1	-11	76	87	-44%	-3	94	-42%	3	94
Cc1[nH]c2ccccc2c1C(c1ccccn1)N1CCC(C)CC1 (stereo not drawn)	-13	58	71	-30%	-14	123	6%	14	123
N#Cc1nc(-c2ccco2)oc1N1CCN(c2ccccc2)CC1	-4	89	93	10%	5	105	6%	-5	105
Cc1cc(C)cc(NC(=O)c2ccc(Cn3nc(C)c(Cl)c3C)o2)c1	4	59	55	.	-21	101	.	21	101
Cc1cc(C)n(-c2ccc(C(=O)Nc3ccccc3N3CCOCC3)cc2)n1	.	.	.	-26%	0	154	-2%	0	154
Cn1c(=O)c2c(-c3ccccc3)n(CCCN3CCOCC3)cc2n(C)c1=O	7	84	77	3%	11	173	-8%	-11	173
O=C(CN1CCC(n2nnc3cc(F)ccc32)CC1)NNC(=O)c1ccccc1	.	.	.	-73%	7	109	-5%	-7	109
Cn1c(=O)oc2cc(S(=O)(=O)N3CCN(Cc4ccc5c(c4)OCO5)CC3)ccc21	16	98	82	-48%	-11	15	-2%	11	15
CCOC(=O)N1CCC(NC(=O)Cc2ccc(-n3c(=O)[nH]c4ccccc4c3=O)cc2)CC1	17	96	80	.	4	137	.	-4	137
CN(c1ccc(OCC(=O)Nc2ccc3[nH]c(=O)[nH]c3c2)cc1)S(=O)(=O)c1ccc(Cl)cc1	3	97	94	-46%	8	182	5%	-8	182

(further entries)
SMILES	MRP reversal	MRP reversal cytotoxicity	MRP reversal with doxorubicin	PLAP inhibition	NFkB transloc pot	NFkB transloc pot cell count 2 µM	Bcl-B TR3 displacers	IL1B NFkB inh	IL1B NFkB inh cell count 2 µM
CC1=C(C(=O)OCc2ccccc2)C(c2cccnc2)c2c(n(C)c(=O)n(C)c2=O)N1 (stereo not drawn)	.	.	.	-47%	7	130	0%	-7	130
CCOC(=O)c1cnc(SC)nc1Oc1cccc(NC(=O)c2ccc(Cl)cc2)c1	.	.	.	-6%	6	131	6%	-6	131
Cc1cc(C)c(S(=O)(=O)Nc2cccc3nsnc23)c(C)c1	-1	3	3	-15%	.	.	-9%	.	.
COc1cc(N=c2ssnc2Cl)cc(OC)c1OC	-11	2	13	-22%	8	113	4%	-8	113
COCCNCC(=O)NC12CC3CC(CC(C3)C1)C2	3	99	96	-42%	14	166	-13%	-14	166
CC1CCN(c2nc(-c3ccncc3)nc3ccccc23)CC1	17	55	39	-4%	30	189	6%	-30	189
Cc1cc(=O)c2ccccc2[nH]1	13	97	85	13%	20	86	-7%	-18	86
CCOC(=O)c1c(NC(=O)c2ccccc2C)sc2c1CC(C)(C)OC2	-11	67	79	-83%	2	161	-15%	-2	161
CCCCNC(=O)/C=C/c1ccc(OC)c(Br)c1	.	.	.	11%	10	137	-1%	-10	137
C=CCN=C(NC#N)SCC(=O)NCc1ccccc1	-12	61	73	5%	-4	80	-4%	4	80
CO/N=C\Cc1oc(=O)c(NC(=O)c2ccccc2)cc1C(=O)OC	-2	83	85	-32%	.	.	-4%	.	.
O=C(CSc1nnc(NC(=O)C2CC2)s1)Nc1ccc(F)cc1	2	89	87	6%	25	206	-3%	-25	206
COc1ccc(C2C(C(N)=O)=C(C)Nc3nc(-c4cccc(Cl)c4)nn32)cc1OC (stereo not drawn)	-8	85	93	14%	21	75	-9%	-21	75
Cc1cc(C)c(NC(=O)CN2CCOCCOCCOCCOCC2)c(C)c1	8	97	89	.	10	85	.	-10	85
CC1CCN(C(=O)N[C@@H](Cc2ccccc2)C(=O)O)CC1	1	105	104	10%	.	.	-12%	.	.
COc1ccccc1CCNC(=O)C1CCCO1 (stereo not drawn)	-7	95	102	-9%	13	150	-9%	-13	150
NC(=O)C1(N2CCCCC2)CCN(C(=O)c2cccs2)CC1	1	97	95	24%	40*	165*	0%	-40	165
CCSc1nc(-c2ccc(OC)cc2)ccc1C#N	7	81	74	29%	3	147	-17%	-3	147
Cc1sc2nc(C3CC3)nc(SCC(=O)N3CC(=O)Nc4ccccc43)c2c1C	.	.	.	4%	4	164	-3%	-4	164
Cc1ccc(S(=O)(=O)N(CC(=O)N/N=C/c2cccc(Cl)c2)c2cccc3cccnc23)cc1	.	.	.	19%	4	164	-3%	-4	164
Cc1cc(NC(=O)c2cc(-c3ccncc3)nc3c(C)cccc23)no1	-20	24	43	12%	-5	126	-1%	5	126
CN(C)c1ncc(S(=O)(=O)c2ccc(Cl)cc2)c(-c2ccccc2)n1	.	.	.	2%	21	176	12%	-22	176
CCc1nc2ccccc2c(C(=O)O)c1C	-5	97	101	-4%	1	85	2%	-1	85
COc1ccc(NC(=O)Cc2nc3ccccc3[nH]2)cc1	7	94	87	-33%	9	157	6%	-9	157
CC(C)[C@H](NC(=O)NCCc1ccccc1)C(=O)O	0	92	92	3%	4	148	-1%	-4	148
Cc1cc(NC(=O)c2cccc(S(=O)(=O)N3CCCCCC3)c2)n(-c2ccccn2)n1	26	66	40	-9%	5	95	6%	-5	95
COc1cccc(SCc2noc(C(=O)NCC3CCCO3)c2C(=O)O)c1 (stereo not drawn)	.	.	.	5%	10	168	-7%	-10	168
O=C(NC1CCS(=O)(=O)C1)C1CCCCN1S(=O)(=O)c1ccc(Cl)cc1 (stereo not drawn)	23	96	73	-7%	-15	94	-4%	15	94
CCCCC(=O)Nc1ccccc1C(=O)N1CCOCC1	-1	87	89	.	-3	145	.	3	145
CNC(=O)CSc1nnnn1-c1ccc(C)cc1C	4	99	95	11%	-9	120	-6%	9	120
COC(=O)C1=C(C)N(C)C(=O)NC1c1ccc(O)c(OC)c1 (stereo not drawn)	1	92	91	.	2	186	.	-2	186
Cc1ccc(S(=O)(=O)N(CC(=O)N2CCOCC2)CC(=O)N2CCOCC2)cc1	-2	106	108	.	-4	116	.	4	116
COCCn1c(C)cc(C(=O)COc2nc3ccccc3nc2C)c1C	18	99	82	-9%	-3	109	6%	3	109
CCS(=O)(=O)NCCCc1ccccc1	-4	95	99	-17%	1	141	-11%	-1	141
C=C(C)CSc1nc(C)c(Cc2ccccc2)c(=O)[nH]1	4	96	92	-10%	-11	178	0%	11	178
Cc1ccc(C)n1NC(=O)c1ccccc1O	-22	29	51	-20%	5	74	-4%	-5	74

Assay outcomes (PubChem)
